Screens (PubChem)
HepG2 viability – counter-screen for TGF-b inhibitors: cytotoxicity in HepG2 cells | AID 588856 | 410,000 compounds, 0.76% hits | Potency, µM (highest dose often 46.1 µM), for the others: at the highest dose activity change, negative = cytotoxicity, hits mostly cytotoxic | HepG2 CAGA-GFP viability, ATP luminescence, 18 h; further: some results filed as inactive show a strong effect at the top dose
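CellTiter-Glo luminescence gave cytotoxicity after 18 hours at 37 degrees C. The cells were HepG2 CAGA-GFP in 1% FBS DMEM, stimulated with 500 pg/mL TGF-beta after compound addition. %Activity was normalised to no-cell wells (complete cell-killing) and DMSO (no toxicity), and curves were fitted and classified.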
Nrf2 block – Nrf2 pathway inhibition | A549 ARE-Fluc reporter, luciferase luminescence, 18-24 h | Potency, µM (highest dose often 46 µM), for the others: at the top dose activity change, negative = inhibition, actives largely listed as inhibitors | 360,000 compounds, 2.1% hits; further: on the % scale 0 is the no-effect control and ±100 the full control effect; nearly all actives have a fitted effect of over 60% in size
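Reporter: ARE-Fluc in A549. Exposure: 18-24 h, 37 °C, 5% CO2, 5% FBS OPTI-MEM. Readouts: fluorescent cytotoxicity (CellTiter-Fluor), then luminescent Nrf2 signal after BugLite.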
A549 tox – kills or reduces viability of A549 cells in Nrf2 counter-screen; A549 ARE-Fluc cells, CellTiter-Fluor viability, 18-24 h; 390,000 compounds, 0.16% hits; Potency, µM (series often up to 46 µM), for inactives: at the top dose activity change, negative = cytotoxicity, most hits filed as inhibitors; further: on the % scale 0 is the no-effect control and ±100 the full control effect
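A549 ARE-Fluc cells in 5% FBS OPTI-MEM, 5000 cells/well, rested 2 h then exposed to compounds in concentration-response for 18-24 h at 37 °C. Viability by CellTiter-Fluor fluorescence (Ex 405/Em 525) after 30 min; luciferase luminescence (BugLite, 15 min, RT) read afterwards.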
S2 tox – reduces viability in counter-screen for ATXN expression inhibitors; 400,000 compounds, 0.49% hits; AID 651635; S2 cells (HEK-293 line with an ATXN2-luciferase reporter) viability, CellTiter-Fluor protease fluorescence, 24 h; Potency, µM (series often up to 56.7 µM), most hits filed as cytotoxic; further: nearly all actives have a fitted effect of over 40% in size
Nrf2 activator – Nrf2 pathway activation. Potency, µM (titrated, usually from 46.1 µM), without a hit: at the highest dose activation, hits mostly activators. AREc32 ARE-luciferase reporter (MCF7-derived line), luminescence, 24 h. 410,000 compounds, 0.31% hits; further: % of control where 0% means no effect; nearly all actives have a fitted effect of over 65% in size
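Steps: seed AREc32_Fluc cells (1000/well, 5% FBS OPTI-MEM); incubate overnight at 37 deg C; add 23 nL compound; incubate 24 hr; add Steady-Glo; hold 30 min RT; read luminescence.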
ATXN2 expr inh – inhibitors of ATXN2 expression. HEK-293 ATXN2-luciferase reporter, luminescence, 24 h. Potency, µM (doses to about 57 µM), inactives show at the top dose activity change, negative = inhibition, actives largely listed as inhibitors. 360,000 compounds, 0.72% hits. AID 1745845; further: on the % scale 0 is the no-effect control and ±100 the full control effect; nearly all actives have a fitted effect of over 55% in size
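qHTS (up to 57 uM final) was run with 24 h compound exposure of reporter cells at 37 °C. Each well was multiplexed: SteadyGlo luminescence measured ATXN2-luciferase expression after a fluorogenic Gly-Phe-AFC viability readout (25 uM final).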
MCF10A rerep – DNA re-replication induction in MCF 10a cells. MCF 10A DNA re-replication, Hoechst nuclear intensity, 48 h. Potency, µM (titrated, usually from 46.1 µM), for the others: at the highest dose activity, positive = re-replication, usual class: activators. 350,000 compounds, 2.9% hits; further: % of control where 0% means no effect; nearly all actives have a fitted effect of over 50% in size
EPAC2 antag – antagonists of human EPAC2; Q8WZA2; EPAC2 GEF exchange of Rap1B-BODIPY-GDP, fluorescence; Potency, µM (highest dose often 114 µM), inactives show top-dose activity, negative = inhibition, most hits filed as inhibitors; 360,000 compounds, 0.18% hits; further: on the % scale 0 is the no-effect control and ±100 the full control effect; nearly all actives have a fitted effect of over 45% in size; many of its hits are not listed in these tables
Target sequence (Q8WZA2 whole entry, looked up): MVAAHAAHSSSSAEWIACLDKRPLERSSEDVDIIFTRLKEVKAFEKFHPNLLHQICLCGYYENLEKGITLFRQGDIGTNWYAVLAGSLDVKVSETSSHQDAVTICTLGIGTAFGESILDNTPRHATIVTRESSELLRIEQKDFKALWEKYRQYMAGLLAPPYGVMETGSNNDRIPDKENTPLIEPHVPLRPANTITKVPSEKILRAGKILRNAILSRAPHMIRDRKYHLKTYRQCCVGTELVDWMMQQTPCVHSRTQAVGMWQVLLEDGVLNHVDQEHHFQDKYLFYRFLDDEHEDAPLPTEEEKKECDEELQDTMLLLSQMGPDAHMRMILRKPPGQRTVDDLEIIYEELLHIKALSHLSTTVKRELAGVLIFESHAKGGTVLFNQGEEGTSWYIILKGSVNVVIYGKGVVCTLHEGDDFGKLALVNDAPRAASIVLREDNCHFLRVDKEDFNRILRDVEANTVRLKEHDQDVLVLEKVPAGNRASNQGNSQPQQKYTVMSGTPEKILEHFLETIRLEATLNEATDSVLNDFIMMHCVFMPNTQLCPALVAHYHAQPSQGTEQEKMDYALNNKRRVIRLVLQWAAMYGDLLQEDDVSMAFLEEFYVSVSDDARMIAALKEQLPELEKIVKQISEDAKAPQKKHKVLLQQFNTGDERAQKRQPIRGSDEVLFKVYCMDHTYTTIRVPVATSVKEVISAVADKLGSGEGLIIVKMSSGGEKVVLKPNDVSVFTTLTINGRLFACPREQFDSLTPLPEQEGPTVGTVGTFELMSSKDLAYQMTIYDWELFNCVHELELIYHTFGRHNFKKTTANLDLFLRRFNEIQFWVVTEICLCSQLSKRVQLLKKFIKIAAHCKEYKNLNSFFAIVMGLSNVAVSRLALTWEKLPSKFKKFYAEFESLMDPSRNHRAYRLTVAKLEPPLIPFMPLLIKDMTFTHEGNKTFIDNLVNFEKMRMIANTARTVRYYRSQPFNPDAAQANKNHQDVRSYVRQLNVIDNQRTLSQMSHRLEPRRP
TGFb SMAD3 inh – TGF-b pathway inhibition; 410,000 compounds, 1.2% hits; AID 588855; HepG2 CAGA-GFP TGF-b/SMAD3 reporter, GFP fluorescence, 18 h; TGF-beta stimulated, 500 pg/mL final; Potency, µM (series often up to 46.1 µM), inactives show at the highest dose activity, negative = inhibition, actives largely listed as inhibitors; further: on the % scale 0 is the no-effect control and ±100 the full control effect; nearly all actives have a fitted effect of over 65% in size
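GFP signal (ex488/em500-530) from TGF-beta-stimulated HEPG2 CAGA-GFP cells, 500 pg/mL final, 18 h at 37 degrees C in DMEM plus 1% FBS, normalized to unstimulated and DMSO-stimulated controls.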
* hit, by the source's call; i = inactive; u = inconclusive; x = not tested or not shown; [ ] = dose if it differs, or a comment. The call rests on the fitted dose curve; in most records, active means well fitted curve in the direction sought with a large enough effect; inconclusive means small, poorly fitted or top-dose-only effect, or another doubt; inactive means no such curve, though single readings can be large; an effect the other way counts as inactive or inconclusive. Potency means the concentration at half of the fitted maximal effect. The list is partial; rates above refer to the full screens.

Every second line gives: HepG2 viability	Nrf2 block	A549 tox	S2 tox	Nrf2 activator	ATXN2 expr inh	MCF10A rerep	EPAC2 antag	TGFb SMAD3 inh
> CC(C)c1ccc(O)c(CN2CCN(c3ccccc3)CC2)c1
→ -29%	u	10%	i	-0.5%	-15%	u	-18%	-5%
> Cc1ccc(NP(=O)(Oc2ccccc2)Oc2ccccc2)cc1
→ 1%	u	15%	i	-0.2%	4%	0%	-19%	2%
> OCC1(CO)COC(c2cccnc2)N1 (centres undefined)
→ -1%	u	-8%	i	-0.4%	3%	3%	4%	-1%
> O=C(c1ccc(Cl)cc1)N1CCC2(CC1)OCCO2
→ -25%	5%	0%	u	-0.7%	u	-2%	11%	0%
> CCCOP(=O)(O)c1c([N+](=O)[O-])cc(C(F)(F)F)cc1[N+](=O)[O-] (tested in a mixture with another compound)
→ 3%	6%	-1%	i	0.7%	23%	u	-2%	-2%
> NC1(C(=O)O)CCCc2ccc(N(CCCl)CCCl)cc21 (centres undefined)
→ -5%	-1%	-10%	i	0.1%	u	u	-4%	-1%
> O=C(Nc1ccc2c(c1)OCCO2)c1cccn(Cc2cccc([N+](=O)[O-])c2)c1=O
→ -36%	x	u	i	3.6%	3%	x	x	u
> CC1N(O)C2CCCCCC2N1O (centres undefined)
→ 2%	1%	0%	i	-0.3%	-2%	-1%	1%	-4%
> O=c1cc(C(F)(F)F)c2cc3c4c(c2o1)CCCN4CCC3
→ 2%	u	u	x	0.6%	2%	10µM*	21%	104%[activator]
> c1ccc2sc(NC3=NCCN3)nc2c1
→ 6%	25%	1%	u	7.6%	9%	8%	1%	2%

Among those listed so far, these have nitrogen in an aromatic ring.
Every second line gives: HepG2 viability	Nrf2 block	A549 tox	S2 tox	Nrf2 activator	ATXN2 expr inh	MCF10A rerep	EPAC2 antag	TGFb SMAD3 inh
> OCC1(CO)COC(c2cccnc2)N1 (centres undefined)
→ -1%	u	-8%	i	-0.4%	3%	3%	4%	-1%
> O=C(Nc1ccc2c(c1)OCCO2)c1cccn(Cc2cccc([N+](=O)[O-])c2)c1=O
→ -36%	x	u	i	3.6%	3%	x	x	u
> c1ccc2sc(NC3=NCCN3)nc2c1
→ 6%	25%	1%	u	7.6%	9%	8%	1%	2%

Carrying on.
Every second line gives: HepG2 viability	Nrf2 block	A549 tox	S2 tox	Nrf2 activator	ATXN2 expr inh	MCF10A rerep	EPAC2 antag	TGFb SMAD3 inh
> Cc1ccc(-n2c(C)cc(/C=C3/C(=O)NC(=O)N(Cc4ccco4)C3=O)c2C)cc1
→ -23%	-28%	-1%	i	0.5%	-5%	8%	0%	3%
> O=C(COc1ccccc1)N1CCN(CCN2C(=O)c3cccc4cccc(c34)C2=O)CC1
→ -20%	u	4%	x	0.0%	12%	6%	0%	2%
> COc1ccc(N2C(=O)/C(=C/c3ccco3)C(=O)NC2=S)cc1
→ -1%	-11%	-13%	u	-0.9%	x	-5%	9%	-7%
> O=c1[nH]c2c(s1)C(c1cccnc1)C1C3CCC(C3)C1S2 (centres undefined)
→ -18%	0%	4%	i	3.0%	x	u	7%	-18%
> CCC1([N+](=O)[O-])COP(N)(=O)OC1 (centres undefined)
→ 1%	-15%	4%	i	0.2%	-7%	13%	-5%	3%
> COc1ccc(CC(C)NC2CCCCCC2)cc1 (centres undefined)
→ 3%	-7%	-1%	i	-0.4%[9.22 µM]	-13%	-8%	-5%	21%
> CCN1C[C@]2(CO)CC[C@H](OC)[C@@]34C5C[C@H]6[C@H](OC)C5[C@](O)(C[C@H]6OC)[C@@](O)(C(OC)C23)[C@@H]14 (some centres undefined)
→ 7%	-6%	-2%	i	3.5%	3%	-5%	1%	20%
> CC[N+]12CCC(CC1)C(C(O)(c1ccccc1)c1ccccc1)C2 (centres undefined)
→ -17%	1%	1%	i	-0.6%	0%	-9%	15%	2%
> COc1ccc(C(=O)C2CCCN(Cc3cccc(C)n3)C2)c(OC)c1 (centres undefined)
→ -14%	-29%	-6%	i	0.7%	-22%	-16%	-9%	-8%
> CN1C2CCC1CC(OC(=O)c1cccc(O)c1)C2 (centres undefined)
→ 4%	-16%	20%	i	0.3%	0%	15%	17%	34%

Among those listed so far, these contain a CF3 group.
Every second line gives: HepG2 viability	Nrf2 block	A549 tox	S2 tox	Nrf2 activator	ATXN2 expr inh	MCF10A rerep	EPAC2 antag	TGFb SMAD3 inh
> CCCOP(=O)(O)c1c([N+](=O)[O-])cc(C(F)(F)F)cc1[N+](=O)[O-] (tested in a mixture with another compound)
→ 3%	6%	-1%	i	0.7%	23%	u	-2%	-2%
> O=c1cc(C(F)(F)F)c2cc3c4c(c2o1)CCCN4CCC3
→ 2%	u	u	x	0.6%	2%	10µM*	21%	104%[activator]

Reformatted bar-delimited: five of the compounds above.
canonical_smiles | HepG2 viability | Nrf2 block | A549 tox | S2 tox | Nrf2 activator | ATXN2 expr inh | MCF10A rerep | EPAC2 antag | TGFb SMAD3 inh
COc1ccc(CC(C)NC2CCCCCC2)cc1 (centres undefined) | 3% | -7% | -1% | i | -0.4%[9.22 µM] | -13% | -8% | -5% | 21%
COc1ccc(N2C(=O)/C(=C/c3ccco3)C(=O)NC2=S)cc1 | -1% | -11% | -13% | u | -0.9% | x | -5% | 9% | -7%
Cc1ccc(-n2c(C)cc(/C=C3/C(=O)NC(=O)N(Cc4ccco4)C3=O)c2C)cc1 | -23% | -28% | -1% | i | 0.5% | -5% | 8% | 0% | 3%
CCN1C[C@]2(CO)CC[C@H](OC)[C@@]34C5C[C@H]6[C@H](OC)C5[C@](O)(C[C@H]6OC)[C@@](O)(C(OC)C23)[C@@H]14 (some centres undefined) | 7% | -6% | -2% | i | 3.5% | 3% | -5% | 1% | 20%
COc1ccc(C(=O)C2CCCN(Cc3cccc(C)n3)C2)c(OC)c1 (centres undefined) | -14% | -29% | -6% | i | 0.7% | -22% | -16% | -9% | -8%

More entries follow.
Every second line gives: HepG2 viability	Nrf2 block	A549 tox	S2 tox	Nrf2 activator	ATXN2 expr inh	MCF10A rerep	EPAC2 antag	TGFb SMAD3 inh
> CCCCSc1nc2c(cnn2-c2ccccc2)c(=O)n1N
→ -10%	u	2%	i	5.0%	x	16%	-14%	-5%
> O=C(N/N=C\c1ccc(COc2ccc([N+](=O)[O-])cc2)o1)c1cccc(Cl)c1
→ -22%	u	-13%	i	2.4%	-19%	18%	-3%	-15%
> CCOc1cc(/C=C2/NC(=O)N(CC(=O)Nc3cccc(C)c3)C2=O)ccc1O
→ -10%	23%	-26%	i	12%	-3%	u	-3%	1%
> COc1ccc(N2C(=O)NC(=O)/C(=C/c3cccc(OC(=O)c4cccs4)c3)C2=O)cc1Cl
→ 2%	8%	-3%	i	-0.2%	4%	23%	25%	-3%
> CC(C)NS(=O)(=O)c1ccc(OCC(=O)N2CCN(C)CC2)cc1
→ 4%	-26%	4%	i	-0.3%	1%	2%	-3%	-1%
> O=C1C(Br)C2CCC1C2C(=O)O (centres undefined)
→ -5%	x	x	i	-0.7%	x	x	0%	-1%
> CCCCOP(=O)(CN1CCOCC1)OCCCC
→ -5%	5%	-3%	i	-0.2%	-2%	-1%	0%	-2%
> CCN1CCN(Cc2cc3c(cc2[N+](=O)[O-])OCO3)CC1
→ 3%	-13%	1%	i	-0.2%	x	2%	5%	14%
> COc1ccccc1/C=N/N=C(/N)N[N+](=O)[O-]
→ 8%	-6%	-1%	i	2.6%	-17%	-7%	2%	-19%
> CN1CCC(n2nccc2N)CC1
→ 0%	-10%	-11%	i	-0.5%	1%	16%	-7%	-5%

Continuation.
Every second line gives: HepG2 viability	Nrf2 block	A549 tox	S2 tox	Nrf2 activator	ATXN2 expr inh	MCF10A rerep	EPAC2 antag	TGFb SMAD3 inh
> N/C(=N\[N+](=O)[O-])NCCCC(NC(=O)CNC(=O)c1ccccc1)C(=O)O (centres undefined)
→ 7%	4%	-12%	i	-0.2%	16%	19%	15%	8%
> CC(=O)N1Cc2cnnn2-c2ccccc2C1(C)C#N (centres undefined)
→ 9%	-11%	-3%	i	0.0%	10%	-2%	3%	15%
> CCN(CC)P(=O)(Oc1ccccc1)Oc1ccccc1
→ -25%	1%	28%	i	0.3%	x	-2%	-14%	-22%
> Cc1ccc(N/N=C/c2c(O)n(-c3ccccc3)c(=O)[nH]c2=O)cc1
→ 21%	3%	-11%	i	8.2%	-12%	0%	10%	-2%
> O=C(c1ccc(Cl)cc1)C1CCCN(Cc2cccc3cccnc23)C1 (centres undefined)
→ -34%	-9%	-10%	i	4.2%	u	11%	1%	u
> C=C1C(=O)O[C@@H]2C[C@@H](C)[C@@H]3C4OC4C(=O)[C@@]3(C)[C@@H](O)[C@H]12 (some centres undefined)
→ -88%	u	u	3.5µM*	-3.3%	3.2µM*	u	6%	2.8µM*
> Cn1cccc1/C=C1\C(=O)NC(=O)N(Cc2ccccc2)C1=O
→ -4%	5%	-3%	i	0.1%	27%	-2%	3%	1%
> CCC(C)C1NC(=O)C2CCCN2C(=O)C(CC(C)C)OC(=O)CCNC(=O)C(C)N(C)C(=O)C(C(C)C)N(C)C1=O (centres undefined)
→ -37%	5.2µM*	8.2µM*	u	4.0%	u	u	8%	-13%
> C[C@]12CCC3C(CC[C@H]4C[C@H](O)CC[C@]34C)C1CCC2=O (some centres undefined)
→ 12%	-4%	-4%	i	0.3%	7%	-26%	4%	-4%
> Cc1cc(/C=C2\C(=O)NC(=O)N(c3cccc(F)c3)C2=O)c(C)n1-c1ccc(C(=O)O)c(Cl)c1
→ 13%	0%	-6%	i	0.6%	x	-1%	u	22%
> Cc1ccc(Cl)cc1N1CCN(C(=O)C2CCN(Cc3nc(-c4ccc(Cl)cc4)oc3C)CC2)CC1
→ -13%	17%	-10%	i	0.9%	-7%	x	x	u
